# GAA glycogen mod = qHTS Assay for Inhibitors and Activators of Human alpha-Glucosidase Cleavage of Glycogen; Lysosomal alpha-glucosidase (Homo sapiens), P10253; recombinant GAA, glycogen substrate, Amplex Red glucose oxidase fluorescence; Potency, µM (doses to about 76.4 µM), inactives show at the highest dose activity change, negative = inhibition, usual class: inhibitors; hit rate 0.38% among 300,000;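 further: 0% = full enzyme reaction and -100% = no-enzyme basal signal; the screen sought inhibitors and activators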
#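 Recombinant human alpha-glucosidase (4 nM final) hydrolysed bovine liver glycogen (30 ug) for 40 min at 37 C in pH 5.0 citrate/phosphate with 0.01% Tween-20. Released glucose detected by glucose oxidase/Amplex Red, Ex 573/Em 610 nm. Compounds up to 77 uM; AC50 from Hill fits.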
# TR SRC2 fluor cs = Total Fluorescence Counterscreen for Inhibitors of the Interaction of Thyroid Hormone Receptor and Steroid Receptor Coregulator 2 | AID 1479, 2009 | Potency, µM (top dose mostly 106 µM), without a hit: at the highest dose fluorescence change, negative = quenching | TRb/SRC2 Texas Red total fluorescence interference | hit rate 0.29% among 280,000; active means well fitted curve in either direction with a large enough effect; inconclusive means small, poorly fitted or top-dose-only effect
#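 Human TRb ligand-binding domain at 0.6 uM with 20 nM Texas Red SRC2 peptide in Tris buffer containing 1 uM T3 and 5% DMSO, incubated with compound 5 h at ambient temperature. Total fluorescence (555/632 nm) calculated as parallel + 2 × perpendicular.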
# TRb-SRC2 inh = qHTS for Inhibitors of the Interaction of Thyroid Hormone Receptor and Steroid Receptor Coregulator 2; Thyroid hormone receptor beta (Homo sapiens), P10828; Potency, µM (titrated, usually from 106 µM), inactives show top-dose activity change, negative = inhibition, usual class: inhibitors; TRbeta-SRC2 peptide binding, fluorescence polarization; receptor liganded with 1 µM T3; AID 1469, 2008; hit rate 0.065% among 280,000;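 further: plate controls were bound peptide for no effect and peptide without receptor for full effect; nearly all actives have a fitted effect of over 50% in size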
# Target sequence (P10828 whole entry, looked up): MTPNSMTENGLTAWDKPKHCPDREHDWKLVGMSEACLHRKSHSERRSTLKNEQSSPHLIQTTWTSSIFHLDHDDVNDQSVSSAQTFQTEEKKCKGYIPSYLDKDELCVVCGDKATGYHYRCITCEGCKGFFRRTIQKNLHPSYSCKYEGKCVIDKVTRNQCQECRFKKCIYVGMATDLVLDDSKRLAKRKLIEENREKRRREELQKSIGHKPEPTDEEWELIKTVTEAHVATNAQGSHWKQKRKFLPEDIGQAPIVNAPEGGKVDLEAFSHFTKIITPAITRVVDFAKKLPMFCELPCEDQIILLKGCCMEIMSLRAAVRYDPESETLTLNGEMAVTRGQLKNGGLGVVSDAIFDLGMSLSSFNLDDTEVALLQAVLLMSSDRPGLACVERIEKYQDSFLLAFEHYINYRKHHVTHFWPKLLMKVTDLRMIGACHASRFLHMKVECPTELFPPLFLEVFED
#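 A fluorescence polarization screen tested compounds at multiple concentrations against complex formation between 0.6 uM TRb ligand-binding domain and 20 nM Texas Red SRC2 peptide, with 1 uM T3 present; readout after 5 hr.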
# * hit, by the source's call; ? = inconclusive; [ ] = remark or other dose. Unless noted, the call rests on the fitted dose curve; in most records, active means well fitted curve in the direction sought with a large enough effect; inconclusive means small, poorly fitted or top-dose-only effect, or another doubt; inactive means no such curve, though single readings can be large; an effect the other way counts as inactive or inconclusive. Unless noted, on the % scale 0 is the no-effect control and ±100 the full control effect; potency means the concentration at half of the fitted maximal effect. Not all compounds are listed. The share of hits here may be higher or lower than overall.
smiles	GAA glycogen mod	TR SRC2 fluor cs	TRb-SRC2 inh
O=C(Nc1sc2c(c1C(=O)NCc1ccccc1)CCCC2)c1cc(=O)c2cc(Cl)ccc2o1	16%[76.3 µM]	-13%	8%
CCc1ccccc1Nc1cc(C(=O)NCCc2ccccc2)c2ccccc2n1	-19%[76.3 µM]	-1%	5%
COc1ccc(CN(Cc2ccco2)C(=O)COc2ccccc2Cl)cc1	-13%[76.3 µM]	0%	-6%
CCOc1cccc(C(=O)Nc2ccc3oc(-c4ccc(C(C)(C)C)cc4)nc3c2)c1	-8%[76.3 µM]	-4%	0%
O=S(=O)(c1ccccc1)c1nnn2c1nc(NCc1ccccc1)c1cc(Cl)ccc12	-7%[76.3 µM]	-3%	1%
COc1ccccc1CCNC(=O)Cc1c(C)c2cc(Cl)c(O)cc2oc1=O	10%[76.3 µM]	5%	6%
Cc1ccc2c(c1)C(=O)OC(C(=O)Nc1ncc(Cc3ccc(C(C)C)cc3)s1)C2 (centres undefined)	14%[76.3 µM]	1%	8%
COc1ccccc1CNC(=O)CN1C(=O)COc2ccc(S(=O)(=O)N3CCC(C)CC3)cc21	4%[76.3 µM]	-1%	-8%
CC1CCN(S(=O)(=O)c2ccc3c(c2)N(CC(=O)NCc2ccccc2)C(=O)CO3)CC1	-2%[76.3 µM]	0%	-1%
CCCCCC(=O)N1c2ccccc2C(C)(c2ccccc2)CC1(C)C (centres undefined)	-7%[76.3 µM]	-3%	3%
Cc1ccc(NC(=O)c2nc(S(C)(=O)=O)ncc2N(Cc2ccccc2)Cc2ccco2)c(C)c1	-3%[76.3 µM]	7%	5%
COc1ccc(CNC(=O)Cc2c(C)c3c(cc(C)c4c(C)coc43)oc2=O)cc1OC	-8%[76.3 µM]	1%	-2%
Cc1ccc(S(=O)(=O)c2nc(-c3ccco3)oc2SCc2ccccc2Cl)cc1	3%[76.3 µM]	0%	-13%
O=C(CN1C(=O)COc2ccc(S(=O)(=O)N3CCCCCC3)cc21)N1CCN(c2cccc(C(F)(F)F)c2)CC1	-9%[76.3 µM]	-2%	0%
CC1CCN(CCCNC(=O)c2cn(C)c3ccc(S(=O)(=O)N(C)C4CCCCC4)cc3c2=O)CC1	-4%[76.3 µM]	-1%	-6%
Cc1cccc(NC(=O)C2CCCN2S(=O)(=O)c2cccc3nsnc23)c1C (centres undefined)	15%[76.3 µM]	-2%	0%
Cc1ccc2nc(-c3ccccn3)c(Nc3ccc(F)cc3)n2c1	?	-2%	-7%
CCCN(C(=O)c1cc2c(Cl)nc3ccccc3c2s1)c1cccc(C)c1	-10%[76.3 µM]	?	-4%
Cc1ccc(-c2nnc(Nc3ccccc3O)c3ccccc23)cc1	?	3%	-2%
O=c1c2ccccc2n(Cc2ccccc2F)c(=O)n1-c1cccc(F)c1	-6%[76.3 µM]	8%	0%

# The list goes on:
smiles	GAA glycogen mod	TR SRC2 fluor cs	TRb-SRC2 inh
COc1ccc(C2=NC(c3ccncc3)=Nc3ccc(OC)cc3N2)cc1	1%[76.3 µM]	0%	-7%
Cc1ccc(C)c(N2CCN(Cc3csc(C)c3C)CC2)c1	-12%[76.3 µM]	-1%	3%
Cc1ccc(CN2CCC(CNC(=O)Nc3c(C)cccc3C)C2)cc1 (centres undefined)	-2%[76.3 µM]	-1%	0%
CCOC(=O)c1ccc(NC(=O)C(C)Sc2nc(=O)cc(N)n2CCc2ccccc2)cc1 (centres undefined)	6%[76.3 µM]	-24%	6%
Cc1ccc(NC(=O)CSCc2cnn(-c3ccccc3)c2-n2cccc2)c(Cl)c1	?	1%	9%
O=C(CCCn1c(=O)c2cccn2c2ccccc21)Nc1cccc(Cl)c1	-5%[76.3 µM]	?	3%
CNC(=O)c1ccc(Nc2nnc(-c3ccc(C)c(S(=O)(=O)N4CCOCC4)c3)c3ccccc23)cc1	16%[76.3 µM]	-4%	-9%
Cc1c(NC(=O)C(C)(C)Oc2ccc(Cl)cc2)cccc1-c1nc2ccccc2o1	2%[76.3 µM]	?	-6%
COc1ccc(/C=C/c2nc(C#N)c(NCCc3ccccc3)o2)cc1OC	-19%[76.3 µM]	0%	-9%
COc1ccccc1C(=O)N(Cc1nc(-c2cccc(C)c2)no1)C(C)C	?	0%	-1%
Cc1ccc2c(=O)cc(C(=O)Nc3c(C(=O)c4ccc(F)cc4)oc4ccccc34)oc2c1C	17%[76.3 µM]	-25%	8%
O=C(Nc1ccc2oc(-c3cccnc3)nc2c1)c1ccccc1F	-3%[76.3 µM]	-4%	16%
COc1ccc(CCN2C(=O)c3[nH]nc(-c4ccccc4O)c3C2c2ccc(OC)c(OC)c2)cc1 (centres undefined)	4%[76.3 µM]	5%	-6%
Cc1cccc(Cn2c(=O)n(Cc3ccc(C(=O)NC4CCN(Cc5ccccc5)CC4)cc3)c(=O)c3ccccc32)c1	8%[76.3 µM]	4%	6%
CCOc1ccc(NC(=O)c2cnn(-c3ccc(C)c(C)c3)c2C2CCN(C(=O)OC(C)(C)C)CC2)cc1	20%[76.3 µM]	-1%	2%
CCn1c2ccccc2c2nnc(N3CCN(c4cc(C)ccc4C)CC3)nc21	6%[76.3 µM]	-2%	-12%
COc1cccc(NC(=O)CN2C(=O)c3ccccc3Sc3ncccc32)c1	-12%[76.3 µM]	-1%	1%
Cc1cc(C)n2nc(CNC(=O)c3cccc(N(C)C)c3)nc2n1	-13%[76.3 µM]	0%	0%
CCn1cc(C(=O)N2CCN(c3cc(C)ccc3C)CC2)c(=O)c2cc(S(=O)(=O)N3CCOCC3)ccc21	-5%[76.3 µM]	0%	-1%
COc1ccc(Nc2c(-c3ccsc3)nc3nc(C)cc(C)n23)cc1	?	0%	0%

# Grouped by structure: those above with a furan ring, fused or not.
smiles	GAA glycogen mod	TR SRC2 fluor cs	TRb-SRC2 inh
COc1ccc(CN(Cc2ccco2)C(=O)COc2ccccc2Cl)cc1	-13%[76.3 µM]	0%	-6%
Cc1ccc(NC(=O)c2nc(S(C)(=O)=O)ncc2N(Cc2ccccc2)Cc2ccco2)c(C)c1	-3%[76.3 µM]	7%	5%
COc1ccc(CNC(=O)Cc2c(C)c3c(cc(C)c4c(C)coc43)oc2=O)cc1OC	-8%[76.3 µM]	1%	-2%
Cc1ccc(S(=O)(=O)c2nc(-c3ccco3)oc2SCc2ccccc2Cl)cc1	3%[76.3 µM]	0%	-13%
Cc1ccc2c(=O)cc(C(=O)Nc3c(C(=O)c4ccc(F)cc4)oc4ccccc34)oc2c1C	17%[76.3 µM]	-25%	8%

# Reformatted as labelled records: 3 of the compounds above.
CCOC(=O)c1ccc(NC(=O)C(C)Sc2nc(=O)cc(N)n2CCc2ccccc2)cc1 (centres undefined)
  GAA glycogen mod: 6%[76.3 µM]	TR SRC2 fluor cs: -24%	TRb-SRC2 inh: 6%

Cc1ccc(NC(=O)CSCc2cnn(-c3ccccc3)c2-n2cccc2)c(Cl)c1
  GAA glycogen mod: ?	TR SRC2 fluor cs: 1%	TRb-SRC2 inh: 9%

O=C(CCCn1c(=O)c2cccn2c2ccccc21)Nc1cccc(Cl)c1
  GAA glycogen mod: -5%[76.3 µM]	TR SRC2 fluor cs: ?	TRb-SRC2 inh: 3%

# (listing goes on)
smiles	GAA glycogen mod	TR SRC2 fluor cs	TRb-SRC2 inh
Cc1cccc(NC(=O)Cn2cc(S(=O)(=O)c3ccc(F)cc3)c(=O)c3cc4c(cc32)OCO4)c1	-3%[76.3 µM]	0%	0%
Cc1ccc(CCNc2ncnc3onc(-c4ccc(Cl)cc4)c23)cc1	4%[76.3 µM]	-1%	-3%
CCOC(=O)C1=C(C)NC(=O)NC1c1cn(-c2ccccc2)nc1-c1ccc(OCC)cc1 (centres undefined)	-19%[76.3 µM]	-1%	9%
CC(=O)c1ccc(NC(=O)c2cn(C)c(=O)c3ccccc23)cc1	-1%[76.3 µM]	-1%	-5%
COc1ccc(CNC(=O)C(C(C)C)N2Cc3ccccc3C2=O)cc1 (centres undefined)	-7%[76.3 µM]	7%	-3%
CCCCOc1ccc(C2c3c(oc4ccc(C)cc4c3=O)C(=O)N2CCCN(C)C)cc1OCC (centres undefined)	8%[76.3 µM]	-13%	1%
COc1nc(Oc2ccc(=O)n(-c3ccccc3)n2)nc(N(C)C)n1	-1%[76.3 µM]	-2%	9%
CCN(CC)S(=O)(=O)c1ccc2c(c1)N(CC(=O)NCC(C)c1ccccc1)C(=O)CO2 (centres undefined)	2%[76.3 µM]	-3%	-6%
COc1ccc(C(=O)Nc2nnc(S(=O)(=O)N3CCN(c4ccc(C)cc4)CC3)s2)cc1	15%[76.3 µM]	-1%	1%
COc1ccc(Cl)cc1NC(=O)C1CCN(S(=O)(=O)c2ccc3c(c2)CC(C)N3C(C)=O)CC1 (centres undefined)	3%[76.3 µM]	8%	4%
O=C(CSc1c2c(nc3cc(Cl)ccc13)CCCC2)N1CCN(c2ccccc2F)CC1	7%[76.3 µM]	2%	3%
CCc1c(C)nc2nncn2c1Nc1ccc(Cl)cc1	1%[76.3 µM]	-2%	0%
Cn1c(=O)c2sccc2n2c(CCC(=O)NCc3ccc(F)cc3)nnc12	1%[76.3 µM]	-1%	-11%
COc1ccc(CC(=O)Nc2nc3c(s2)CC(C(C)(C)C)CC3)cc1 (centres undefined)	-8%[76.3 µM]	0%	-7%
Cc1noc(-c2ccc(N3CCCCC3)c([N+](=O)[O-])c2)n1	16%[76.3 µM]	-1%	7%
COc1ccc(-c2nc3n(n2)C(=O)CC(c2ccc(Cl)cc2)S3)cc1 (centres undefined)	-11%[76.3 µM]	2%	-4%
CCCCNC(=O)c1ccc2c(c1)N=C(CC)c1ccccc1S2	3%[76.3 µM]	-2%	-13%
COc1ccc(NC(=O)Cn2c(SCc3ccc(C)cc3)nc3cccnc32)cc1OC	-8%[76.3 µM]	2%	4%
Cc1ccccc1Cn1cc(S(=O)(=O)c2ccc(F)cc2)c(=O)c2cc3c(cc21)OCO3	13%[76.3 µM]	3%	0%
COc1ccc(NC(=O)CCCn2c(=O)c3cccn3c3ccccc32)c(OC)c1	-2%[76.3 µM]	-2%	4%

# Next part
smiles	GAA glycogen mod	TR SRC2 fluor cs	TRb-SRC2 inh
Cc1ccc(NC(=O)c2ccccc2Br)c(C(=O)c2ccccc2)c1	-17%[76.3 µM]	8%	3%
COc1cccc2c1cc1c(=O)n(CC(=O)NCc3ccc(C)o3)nc(C)n12	17%[76.3 µM]	4%	-2%
CCOC(=O)c1cnc2ccc(C)cc2c1Nc1ccc(N(CC)CC)cc1	?	-3%	1%
CCCCNS(=O)(=O)c1ccc(C)c(-c2nnc3c4ccccc4c(C)nn23)c1	13%[76.3 µM]	3%	5%

# 2 entries picked at random from those above, as already listed:
smiles	GAA glycogen mod	TR SRC2 fluor cs	TRb-SRC2 inh
CCOC(=O)c1cnc2ccc(C)cc2c1Nc1ccc(N(CC)CC)cc1	?	-3%	1%
COc1cccc2c1cc1c(=O)n(CC(=O)NCc3ccc(C)o3)nc(C)n12	17%[76.3 µM]	4%	-2%
